Bioassay records (PubChem)
PP1 counter – counter-screen for PP5 inhibitors: inhibitors of human PP1-alpha; inhibition, % at 6.7 µM; purified PP1alpha, OMFP fluorescence; AID 2235; 0.9% of 320,000 active; P62136;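 active = inhibition above the mean inhibition of all tested compounds plus 3 SD, computed separately for each screening campaign, cut at about 15% in these data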
proCasp3 act – procaspase-3 (human) activation | recombinant procaspase-3 D3A, Ac-DEVD-pNA absorbance 405 nm | AID 463141 | P42574 | activation, % at 8.5 µM | 0.11% of 330,000 active;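 active = activation above the mean of all tested compounds plus 3 SD, cut at about 21% in these data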;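 note: 0% = DMSO alone and 100% = DMSO wells spiked with extra 5 µM PC-3 D3A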
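Test system: Procaspase-3 D3A mutant, all three cleavage aspartates alanine | Dosing: Single dose, 8.5 µM nominal compound, 0.8% DMSO | Schedule: 1 h preincubation, 2 h reaction | Technique: 405 nm absorbance of p-nitroaniline, reads at 0 and 120 min | Repeats: One well per compound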
PP5 inh – inhibitors of human protein phosphatase 5 (PP5) | P53041 | purified PP5c, OMFP substrate fluorescence | inhibition, % at 6.7 µM | 0.18% of 320,000 active | AID 1987;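 active = inhibition above the campaign's mean inhibition across all tested compounds plus 3 SD, cut at about 9.5% in these data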;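 note: 0% = DMSO only and 100% = 100 µM cantharidin control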
procasp7 counter – activates human procaspase-7, counter-screen for procaspase-3 activators; P55210; recombinant procaspase-7, Ac-DEVD-pNA absorbance 405 nm; D23A/D198A/D206A triple mutant, cannot self-cleave; scale: DMSO 0, 5 µM enzyme 100; activation, % at 8.5 µM; 0.093% of 330,000 active;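 active = percent activation above the screen-wide mean plus 3 SD, cut at about 25% in these data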
Target sequence (P55210 whole entry D23A/D198A/D206A): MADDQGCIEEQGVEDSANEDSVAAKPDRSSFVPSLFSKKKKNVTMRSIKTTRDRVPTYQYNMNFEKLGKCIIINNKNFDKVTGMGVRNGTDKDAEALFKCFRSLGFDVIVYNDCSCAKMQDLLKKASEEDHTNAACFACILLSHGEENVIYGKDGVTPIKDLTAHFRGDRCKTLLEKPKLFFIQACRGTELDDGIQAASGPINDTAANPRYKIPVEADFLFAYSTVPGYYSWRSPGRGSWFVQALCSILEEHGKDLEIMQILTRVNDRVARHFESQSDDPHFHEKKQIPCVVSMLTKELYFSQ
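System: Uncleavable procaspase-7 mutant enzyme; Amount: 2 µM procaspase-7 mutant as dispensed; Schedule: 1 h compound preincubation, 2 h substrate cleavage, 25 °C; Measured by: 405 nm absorbance of p-nitroaniline; Evaluation: percent activation from buffer-corrected 0–120 min absorbance change; Control set: low DMSO alone, high DMSO plus 5 µM PC-7.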
AHR act – activators of human aryl hydrocarbon receptor; activation, % at 5 µM; AID 2796; 2.5% of 320,000 active; AHR-responsive luciferase reporter cells, luminescence; P35869; in the data active = activation above about 47%;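 note: 0% = vehicle wells and 100% = reference agonist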
Target sequence (P35869 whole entry, looked up): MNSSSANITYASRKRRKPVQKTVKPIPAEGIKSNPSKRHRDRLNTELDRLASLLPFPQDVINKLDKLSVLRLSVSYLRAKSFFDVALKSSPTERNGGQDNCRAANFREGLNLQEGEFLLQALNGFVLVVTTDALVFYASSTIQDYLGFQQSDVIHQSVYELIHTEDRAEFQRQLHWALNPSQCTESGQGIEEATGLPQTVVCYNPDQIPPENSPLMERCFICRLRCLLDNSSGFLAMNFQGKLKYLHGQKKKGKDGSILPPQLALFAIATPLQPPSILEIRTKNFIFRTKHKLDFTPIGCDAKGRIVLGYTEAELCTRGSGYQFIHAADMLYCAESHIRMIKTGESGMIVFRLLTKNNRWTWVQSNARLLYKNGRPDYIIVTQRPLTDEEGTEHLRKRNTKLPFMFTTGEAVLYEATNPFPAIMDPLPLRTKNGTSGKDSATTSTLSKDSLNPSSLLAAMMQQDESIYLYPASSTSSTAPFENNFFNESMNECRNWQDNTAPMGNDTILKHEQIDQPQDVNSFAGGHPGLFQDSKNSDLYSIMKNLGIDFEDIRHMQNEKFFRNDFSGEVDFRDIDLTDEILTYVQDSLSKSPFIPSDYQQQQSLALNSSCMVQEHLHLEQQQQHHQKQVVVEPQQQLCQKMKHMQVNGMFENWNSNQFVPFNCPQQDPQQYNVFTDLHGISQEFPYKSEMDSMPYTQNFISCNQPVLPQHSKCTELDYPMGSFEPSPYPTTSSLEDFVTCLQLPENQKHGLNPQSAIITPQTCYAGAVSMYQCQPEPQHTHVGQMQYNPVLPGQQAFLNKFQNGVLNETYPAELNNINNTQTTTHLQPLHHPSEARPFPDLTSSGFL
TPT1 inhibitor – inhibitors of Candida albicans tRNA 2'-phosphotransferase TPT1; recombinant caTPT1, FP RNA substrate dephosphorylation; inhibition, % at 5 µM; 0.81% of 300,000 active;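 active = inhibition above the mean of all tested compounds plus 3 SD, set per screening campaign, cut at about 24% in these data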;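 note: plate controls were DMSO alone for no effect and ferristatin control at 100 nM for full effect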
PAFAH2 FP inh – inhibitors of human PAFAH2. Q99487. recombinant PAFAH2, FP-rhodamine activity probe, fluorescence polarization. inhibition, % at 3.39 µM. 0.99% of 340,000 active. AID 492956;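 active = inhibition above the mean over all tested compounds plus 3 SD, cut at about 30% in these data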;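 note: inhibitors block probe labeling of enzyme so polarization drops; 0% = enzyme with DMSO and 100% = wells lacking PAFAH2 protein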
Fh CTSL1 inh – blocks F. hepatica cathepsin L1 in PFM18AAP counter-screen | recombinant F. hepatica cathepsin L1, Z-Leu-Arg-MCA fluorescence | inhibition, % at 5.96 µM | 0.49% of 300,000 active;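 active = inhibition above the mean of all tested compounds plus 3 SD, set per screening campaign, cut at about 17% in these data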;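 note: 0% = plate median of test compound wells and 100% = 1 µM Z-Phe-Ala-diazomethylketone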
HCV core dimer – blocks dimerization of HCV core protein; TR-FRET GST/Flag-core106 dimerization, 1536-well; inhibition, % at 5 µM; 0.33% of 300,000 active; AID 1899;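 active = inhibition above the mean of all tested compounds plus 3 SD, set per screening campaign, cut at about 45% in these data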
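Assay system: tagged HCV core106 pair (GST and Flag); medium: KF-containing HEPES buffer, pH 7.45, DTT, CHAPS, BSA; also added: Eu donor and XL665 acceptor anti-tag antibodies; dosing: 5 µM single dose; timing: compound-protein-antibody incubation 4 h at 22.5 °C; signal: TR-FRET 671 and 617 nm emission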
Active calls of the source: *; · = no result given.

Each structure is followed by: PP1 counter, proCasp3 act, PP5 inh, procasp7 counter, AHR act, TPT1 inhibitor, PAFAH2 FP inh, Fh CTSL1 inh, HCV core dimer
O=C(NCC(F)(F)F)c1ccc(S(=O)(=O)N2CCN(C(=O)C3CCCO3)CC2)cc1 (configuration not stated)
 : -1, -5, -0.4, 4, -2, ·, 4, ·, ·
CN(CC(=O)Nc1ccc(Cl)cc1)C1CCCCC1
 : -9, 8, -8.2, -7, -2, -1, -4, 4, -6
CCN(CC1CCCN(CCc2cccc(F)c2)C1)C(=O)c1ccc(CSC)o1 (configuration not stated)
 : 2, -2, -3.0, -1, -1, 3, 3, 0, 5
N=c1c2c(-c3ccccc3)c(-c3ccccc3)oc2ncn1CCN1CCOCC1
 : 7, 6, 11*, -12, -4, -4, -4, 2, 3
Cc1cc(OC(C)C(=O)NCCCN2CCCC2=O)c2c(C)c(C)c(=O)oc2c1 (configuration not stated)
 : -2, 1, 0.8, -6, -1, -1, 6, -2, -19
CN(C)c1ccc2c3c(ccc(N(C)C)c13)C(=O)OC2
 : 4, 4, -3.0, -7, 1, 4, ·, 1, -4
Cc1cccc(NC(=O)c2onc3c2CCCC3)n1
 : -2, 6, 2.9, -8, 9, -1, -1, -2, -2
CC(Sc1nnc(CN2CCCC2)n1Cc1ccccc1)C(=O)Nc1ccccc1 (configuration not stated)
 : -7, 9, 0.2, 5, 0, ·, 0, ·, ·
COc1cccc(NC(=O)CSc2nnc(NC(=O)C3CC3)s2)c1
 : 0, 5, 0.8, 5, 4, -5, -5, -3, -3
CC(=O)N1c2ccccc2C(=O)C1N1CCCCC1 (configuration not stated)
 : -1, -2, 4.2, -4, 22, -32, 6, 21*, -4
COCCN(CC(=O)Nc1cccc(C)c1C)C(=O)c1oc2c(Cl)cccc2c1C
 : 3, 6, -0.1, 0, 35, ·, 7, ·, ·
CNc1nc(Sc2ccc(C)cc2)cc(C(F)(F)F)n1
 : 3, -8, 6.6, -1, -1, 1, -3, 1, -2
O=C(COC(=O)c1ccccc1-n1cnnn1)c1ccc(F)cc1
 : -2, -1, 0.6, -3, 2, 3, -1, -6, 0
C[C@@H]1NC(=O)/C(=C\c2ccccc2Br)NC1=O
 : -4, 4, 0.5, 2, 2, 0, -7, -6, 1
CC(C)(C)c1ccc(OCc2ccc(C(=O)N/N=C/c3ccc(O)c(O)c3)cc2)cc1
 : 3, 1, 2.3, 7, 1, 0, 2, -3, 1
CCOc1ccc(-n2c(SCC(=O)Nc3nccs3)nc3c(c2=O)SCC3)cc1
 : 0, 2, 1.1, 4, 1, -1, -3, 1, -4
CC1CCC(NC(=O)Cn2c(=O)oc3cc(S(=O)(=O)N4CCCC4)ccc32)CC1 (configuration not stated)
 : 0, -1, 1.2, 5, -1, -4, 4, -4, 6
O=C(Nc1ncc2c(n1)-c1ccccc1OC2)c1ccccc1Cl
 : 4, 1, 1.5, -4, -3, -2, -1, -2, 2
COc1cccc(CNCCc2c[nH]c3ccccc23)c1OCc1ccccc1F
 : 7, -1, 3.7, 3, 5, 6, 0, -1, -10
CC1CCCCC1NC(=S)Nc1cccc(S(=O)(=O)N(C)C)c1 (configuration not stated)
 : 4, 6, 2.3, -4, 2, 1, 1, 3, -2
CC(=O)N(CCC(c1ccccc1)c1ccco1)Cc1cccs1 (configuration not stated)
 : 2, -4, 1.8, 11, 5, -1, 7, 22*, 15
COc1ccccc1N1CCN(Cc2nc(-c3ccc(F)cc3)oc2C)CC1
 : 6, 9, 5.3, 12, 6, -3, -3, 2, -7
Cn1c(/C=C/c2ccc([N+](=O)[O-])o2)nc2ccccc2c1=O
 : 1, 7, -0.1, -2, 13, -40, 7, 3, 13
CC(C)n1c(SCC(=O)Nc2nc3c(s2)CCCC3)nc2c1c(=O)n(C)c(=O)n2C
 : -1, 8, 1.1, 2, 1, 0, -4, 3, 2
CCCCNC(=O)c1ccc(S(=O)(=O)c2ccc(Cl)cc2)c(NC(C)=O)c1
 : 0, 5, 2.4, 8, 4, -3, 4, -3, 2
CCCCCCCCOC(=O)CCc1c(C)[nH]c(=S)[nH]c1=O
 : 1, -10, 2.9, -4, 0, 2, -11, 1, 3
COc1cccc(C(=O)n2cnnc2N)c1OC
 : -3, 3, -1.3, -3, 2, -3, 0, -3, 1
Cc1ccc([N+](=O)[O-])c(NC2OC(CO)C(O)C2O)c1 (configuration not stated)
 : -5, -2, 0.6, 17, 5, 4, -1, 2, -2
CC(C)c1cc(C(=O)Nc2cccnc2)no1
 : -3, 5, 0.7, 3, 31, -1, -6, 0, 1
CCn1c(SCC(=O)O)nc2sc3c(c2c1=O)CCC3
 : -2, 6, -3.3, -2, 1, -2, 20, -1, 4
COc1ccc(OC)c(NC(=O)CCN2CCCC(C)C2)c1 (configuration not stated)
 : 2, 1, -1.5, 10, 2, 5, 5, -1, -2
O=C(COC(=O)/C=C/c1ccc2c(c1)OCO2)NC1CC1
 : 2, -8, -1.6, -8, 0, -7, 56*, -5, 4
O=C(OC[C@@H]1CCCN2CCCC[C@H]12)c1cc2ccccc2oc1=O
 : -1, -4, 0.4, 7, 4, -4, -5, 10, -7
Cc1ccc(CCNC(=O)C2CCC(=O)N2CCc2ccccc2)cc1 (configuration not stated)
 : -3, 5, -1.6, -5, 3, -4, 5, 1, -7
CN=C(Nc1cc(C)nn1-c1ccccc1)c1ccc(F)cc1
 : 2, -5, 4.1, -1, 2, -2, 10, -3, -2
Cc1cc(C)n2c(SCC(=O)Nc3ncc(C(F)(F)F)cc3Cl)nnc2n1
 : -3, 5, 0.3, -8, 0, -4, -3, -3, -4
CN(CC(=O)Nc1ccccc1Br)C(=O)CNC(=O)c1cccs1
 : -3, 2, -0.7, 0, -1, ·, -6, ·, ·
CCOc1ccc(NS(=O)(=O)c2cc(C(=O)NCCN3CCOCC3)ccc2C)cc1
 : ·, -2, ·, 3, -1, ·, -6, ·, ·
CCS(=O)(=O)Nc1ccc(C(=O)CC2(O)C(=O)Nc3ccc(Br)cc32)cc1 (configuration not stated)
 : -4, -7, 2.4, 6, 4, -6, -3, -1, 1
Cc1nc(N)sc1C(=O)NN
 : -3, 1, -2.7, 9, 31, 4, ·, 4, 1
N#CC1=C(Nc2ccccc2)SC=C(c2ccc(Cl)c(Cl)c2)N=C1N1CCOCC1
 : -1, 3, 2.5, -5, 23, 2, 1, 1, 7
CCCN1CCC(=O)N(CCSc2ccc(OC)cc2)CC1
 : -6, 1, 3.2, -2, 2, 0, 1, -3, 12
CC(C)CCn1c(=O)c2ccccc2n2c(=S)[nH]nc12
 : -2, -20, 0.8, -25, 7, -3, 10, -1, 10
CCO[C@@H]1OC(C(=O)O)=C[C@H](c2coc3ccccc3c2=O)[C@H]1CCCO
 : -2, 1, -0.4, -1, 0, -1, 1, 2, 7
CCC(CC)C(=O)N1CCN(c2ccccc2)CC1
 : -8, 2, -0.6, -5, 0, -3, 2, -2, 1

Just PP5 inh and proCasp3 act, for 3 of the compounds above:
Compound,PP5 inh,proCasp3 act
CN(CC(=O)Nc1ccccc1Br)C(=O)CNC(=O)c1cccs1,-0.7,2
CCOc1ccc(NS(=O)(=O)c2cc(C(=O)NCCN3CCOCC3)ccc2C)cc1,·,-2
CCS(=O)(=O)Nc1ccc(C(=O)CC2(O)C(=O)Nc3ccc(Br)cc32)cc1 (configuration not stated),2.4,-7

The list goes on:
Each structure is followed by: PP1 counter, proCasp3 act, PP5 inh, procasp7 counter, AHR act, TPT1 inhibitor, PAFAH2 FP inh, Fh CTSL1 inh, HCV core dimer
CCOc1cccc(C(=O)Nc2cccc(C(=O)NC(C)(C)C)c2)c1
 : 0, -3, 0.0, -2, 14, -5, 2, 2, -4
C=CCc1ccccc1OCC(O)CN1C(=O)c2ccccc2C1=O (configuration not stated)
 : -1, 4, 1.7, -13, 14, 4, -4, -4, -1
CNCCCOc1cc(C)cc(C)c1C
 : 0, -7, 1.1, 5, 1, -3, -1, 1, -2
CCN(c1ccccc1)S(=O)(=O)c1ccc(OC)c(NC(=O)CNC)c1
 : -6, -8, -2.8, -11, 2, -3, 22, -9, 6
NS(=O)(=O)c1cccc(NC(=O)c2cc(=O)c3ccccc3o2)c1
 : 7, 8, 2.4, -7, 38, 0, -8, 1, -4
COc1ccc(NC(=O)CSCC(=O)Nc2nnc(C)s2)cc1
 : -9, 11, 0.2, 6, 5, -1, 6, -4, 6
CCOC(=O)C1CCN(C(=O)Nc2ccccc2Cl)CC1
 : 0, 6, 2.2, 15, 2, -2, -3, -2, -3
Cc1cccc(NC(=O)CSc2nnc(-c3ccncc3)n2CC2CCCO2)c1 (configuration not stated)
 : -7, 0, -2.1, 2, 0, -1, 1, -3, 10
COc1cc(-c2nc(-c3ccccc3)c(-c3cccs3)[nH]2)cc(OC)c1OC
 : -1, -1, 5.0, 7, 70*, 3, 4, -2, 10
COc1cccc(/C=C/C(=O)OCC(=O)NCCCc2ccccc2)c1OC
 : ·, 3, ·, 2, 0, ·, 14, ·, ·
CCOc1ccccc1NC(=O)CCS(=O)(=O)c1ccc2c(c1)CCN2C(C)=O
 : 2, 5, 0.3, 7, 1, 1, -4, 0, -2
OCCNCCCCCOc1ccc(F)cc1
 : -2, -5, 2.2, -1, 0, -3, -3, -4, -2
CCCc1nc2c(s1)CCc1onc(-c3cccc([N+](=O)[O-])c3)c1-2
 : -1, -2, 0.7, 1, 4, -4, 5, -3, -6
CCOC(=O)C1=c2s/c(=C\c3cccnc3)c(=O)n2C(N)=C(C(=O)OC)C1c1cccnc1 (configuration not stated)
 : 2, -11, 1.7, -2, 14, -1, -4, 4, 0
O=C(CSc1ccc(/C=N/NC(=O)c2cccc(F)c2)o1)Nc1ccccc1
 : -2, 2, 0.9, 4, 2, -4, 0, 5, -1
CCCCn1nnc(NC(=S)NC(=O)c2ccc(OCC)c([N+](=O)[O-])c2)n1
 : 0, 1, 0.4, -11, -1, -2, -2, -1, -4
CCCCCCCNc1cccc(C)c1
 : 4, -6, 2.4, 0, -3, -3, 3, 1, 11
O=C1CN(C(=O)c2ccc(F)cc2)c2ccccc2N1
 : -1, -5, -1.9, 5, 0, 1, 3, 4, -3
COc1cccc(-c2nc(CS(=O)(=O)CC(=O)N3CCc4ccccc43)c(C)o2)c1
 : -3, -3, 1.7, 11, 8, 0, 3, -2, -4
O=C(Oc1ccc2c(c1)O/C(=C\c1ccncc1)C2=O)c1cccs1
 : 3, 4, 2.4, -7, -1, -20, ·, -1, 7
Cc1ccc2c(c1)[C@H]1[C@H](CO2)[C@H](c2ccccc2)[C@]2(C)C(=O)Nc3cc(F)ccc3C(=O)N12
 : ·, 1, ·, -6, 2, ·, -19, ·, ·
CCN(CC)C(=O)N1CCN(C)CC1
 : -4, 5, -1.0, -1, 1, -1, 4, 6, 6
COc1cccc(NC(=O)c2cc(Cl)nnc2Cl)c1
 : -1, 9, 0.5, -7, 18, 0, -4, 6, -12
OC(COc1c(F)cc(Br)cc1F)CN1CCN(c2ccc(F)cc2)CC1 (configuration not stated)
 : -1, 9, 2.6, 11, -2, -2, -4, -3, -9
O=C(CCNC(=O)c1ccc([N+](=O)[O-])cc1)N/N=C/c1ccc(F)cc1
 : -5, 3, -1.8, 9, 3, -2, 5, 5, 5
COc1cccc(NC(=O)N2CCN(c3cccc(C)c3C)CC2)c1
 : 3, 3, -0.3, 8, 3, -3, 2, 3, 3
